# aGlu spleen mod – qHTS Assay for Inhibitors and Activators of Human alpha-Glucosidase From Spleen Homogenate; Lysosomal alpha-glucosidase (Homo sapiens), P10253; human spleen homogenate, 4-MU-alpha-glucoside fluorescence; Potency, µM (series often up to 79.9 µM), without a hit: at the highest dose activity change, negative = inhibition, actives largely listed as inhibitors; 240,000 tested, 0.006% active; AID 2112, 2009;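 further: 0% = enzyme with vehicle and -100% = no enzyme basal signal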
#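 AC50 values come from Hill-equation fits of concentration-response data, normalized to no-enzyme and full-activity controls. Enzyme source: 1 ug human spleen homogenate; 1 mM fluorogenic 4-MU glucoside, pH 5.0 citrate buffer, 37 C, 40 min.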
# HTT cytoprotect – qHTS Multiplex Assay to Identify Dual Action Probes in a Cell Model of Huntington: Cytoprotection (ATP); PC12 HTT-Q103 induced, cytoprotection, ATP luminescence, 40 h; Potency, µM (doses to about 56.4 µM), for the others: cytoprotection (ATP increase), actives largely listed as activators; 230,000 tested, 0.14% active; AID 1471, 2008;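 further: % of control where 0% means no effect; nearly all actives have a fitted effect of over 45% in size; toxic huntingtin expression switched on by the ecdysone agonist tebufenozide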
#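 Readout: ATPlite luminescence (ATP level). Model: stable PC12, inducible Htt exon1 Q103-GFP. Inducer: tebufenozide, 100 nM final. Compounds: dose series. No G418 in medium.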
# IMPase Li cell – qHTS Assay for Identifying the Cell-Membrane Permeable IMPase Inhibitors: Potentiation with Lithium; CHO-M1 cells, IP1 TR-FRET (IP-One), carbachol + lithium; Potency, µM (highest dose often 59.4 µM), for the others: top-dose activity, negative = IMPase inhibition, most hits filed as inhibitors; 210,000 tested, 0.35% active; AID 1457, 2008;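 further: IP1 builds up when IMPase is blocked and the TR-FRET signal falls; plate controls were basal vehicle for no effect and high inhibitor control for full effect; nearly all actives have a fitted effect of over 50% in size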
#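 Test compounds were applied to CHO-M1 cells previously cultured for 16–30 h at 2000 per well. A small lithium amount accompanied them; after 30 min at 37C, IP1 was quantified by TR-FRET.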
# GAA glycogen mod – qHTS Assay for Inhibitors and Activators of Human alpha-Glucosidase Cleavage of Glycogen; recombinant GAA, glycogen substrate, Amplex Red glucose oxidase fluorescence; Potency, µM (top dose mostly 76.4 µM), for the others: top-dose activity change, negative = inhibition, usual class: inhibitors; 300,000 tested, 0.38% active; Lysosomal alpha-glucosidase (Homo sapiens), P10253;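 further: 0% = full enzyme reaction and -100% = no-enzyme basal signal; the screen sought inhibitors and activators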
#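 Recombinant enzyme (4 nM final) with compounds titrated up to 77 uM and bovine liver glycogen (30 ug) in citrate pH 5.0, 0.01% Tween-20, 37 C 40 min. Released glucose detected by Amplex Red/glucose oxidase (Ex 573/Em 610); AC50 from Hill fits.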
# GAA inhib – qHTS Assay for Inhibitors of Human alpha-Glucosidase as a Potential Chaperone Treatment of Pompe Disease | AID 1466, 2008 | Potency, µM (top dose mostly 76.9 µM), inactives show at the top dose activity change, negative = inhibition, most hits filed as inhibitors | purified human GAA, 4-MU-alpha-glucoside fluorescence | Lysosomal alpha-glucosidase (Homo sapiens), P10253 | 200,000 tested, 0.005% active;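 further: plate controls were uninhibited enzyme wells for no effect and no-enzyme background for full effect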
#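 qHTS format, compound range up to 77 uM. Human lysosomal enzyme at 4 nM, 400 uM 4-MU glucoside substrate, pH 5.0, 20 min room temperature; fluorescence after alkaline stop gives activity normalized to controls.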
# RGS12 GoLoco inh – qHTS Assay for Inhibitors of RGS12 GoLoco Motif Activity (Red Fluorophore) | Gai1:RGS12 GoLoco peptide FP, rhodamine, 10 min | Potency, µM (top dose mostly 61.6 µM), without a hit: at the top dose activity, negative = inhibition, most hits filed as inhibitors | 230,000 tested, 0.44% active; active means well fitted inhibition curve with a large enough effect, not every such curve was filed as active; inactive means no such curve, though single readings can be large or run the other way; further: on the % scale 0 is the no-effect control and ±100 the full control effect; nearly all actives have a fitted effect of over 30% in size; many of its hits are not listed in these tables
# Target sequence (P63096 whole entry, looked up): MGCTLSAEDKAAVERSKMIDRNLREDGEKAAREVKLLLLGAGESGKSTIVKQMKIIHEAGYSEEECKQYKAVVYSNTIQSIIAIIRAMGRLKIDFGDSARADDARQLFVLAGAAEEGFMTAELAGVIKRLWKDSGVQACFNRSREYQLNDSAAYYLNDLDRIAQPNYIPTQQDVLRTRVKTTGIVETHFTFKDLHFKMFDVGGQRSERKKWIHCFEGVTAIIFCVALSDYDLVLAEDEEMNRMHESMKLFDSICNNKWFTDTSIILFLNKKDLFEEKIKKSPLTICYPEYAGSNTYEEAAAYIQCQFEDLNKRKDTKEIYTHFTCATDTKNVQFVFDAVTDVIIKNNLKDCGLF
# HTT aggregate – qHTS Multiplex Assay to Identify Dual Action Probes in a Cell Model of Huntington: Aggregate Formation (GFP); PC12 HttQ103-GFP aggregates, Acumen cytometry, 40 h; Potency, µM (doses to about 46.1 µM), for inactives: top-dose activity change, negative = inhibition, actives largely listed as inhibitors; 220,000 tested, 1.1% active; further: on the % scale 0 is the no-effect control and ±100 the full control effect; nearly all actives have a fitted effect of over 60% in size
#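 Read-out: GFP aggregate count by laser scanning cytometer (488 nm excitation, 500-530 nm emission, 1–25 µm objects >6 SD above background). Cells: PC12, inducible HTTex1-Q103-GFP, 100 nM tebufenozide; compounds titrated.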
# Numbers without * were called inactive; ? = inconclusive; / = no result given; [ ] = remark or other dose. Unless noted, the call rests on the fitted dose curve; in most records, active means well fitted curve in the direction sought with a large enough effect; inconclusive means small, poorly fitted or top-dose-only effect, or another doubt; inactive means no such curve, though single readings can be large; an effect the other way counts as inactive or inconclusive. Potency means the concentration at half of the fitted maximal effect.
SMILES,aGlu spleen mod,HTT cytoprotect,IMPase Li cell,GAA glycogen mod,GAA inhib,RGS12 GoLoco inh,HTT aggregate
CCCCN1C(N)=NC[C@H]1Cc1ccc(O)cc1,-1%,-23%[10 µM],/,2%,/,6%,41%[9.22 µM]
NC(=NC(=O)c1ccccc1)C1=C(O)CCC1=O,2%,-9%,3%[38.3 µM],-3%,-7%,-22%,-1%
Oc1ccc(Nc2ncnc3scc(-c4ccccc4)c23)cc1,-1%,-8%[10 µM],3%,0%,0%,181%[activator],?
CCN(CC)C(=O)CSc1nc2[nH]ncc2c(=O)[nH]1,/,-11%,-1%,6%,-1%,7%,4%
Cc1ccc(CSc2nnc3nc(C)cc(C)n23)cc1,-1%,-5%,17%[38.3 µM],-6%,-6%,19%,2%
COc1ccc(-c2nnnn2C(C)C)cc1,9%,-23%[10 µM],/,2%,/,2%,-16%[9.22 µM]
O=c1[nH]c2ccccc2nc1/C=C/c1ccc(Cl)cc1,-9%,-66%[inhibitor],-12%,5%,-6%,9%,8%
CCC(C(=O)NN1C(=O)c2ccccc2C1=O)c1ccccc1 (centres undefined),-13%,/,2%,28%,-10%,4%,5%
CC(=O)Oc1c(Cl)c(N2CCOCC2)c(OC(C)=O)c2ccccc12,12%,-17%,3%[38.3 µM],-1%,-10%,-3%,?
O=C(CC1SC(N2CCOCC2)=NC1=O)Nc1cc([N+](=O)[O-])ccc1Cl (centres undefined),-4%,-26%,2%,8%,2%,60%[activator],14%
NS(=O)(=O)c1ccc(C(=O)Nc2ccc(-c3nc4cccnc4s3)cc2)cc1,5%,-6%[10 µM],/,2%,/,14%,-14%[9.22 µM]
CCC/C(=N\NC(=O)c1csc(C)c1C)c1cccs1,-4%,-62%[inhibitor],22%[38.3 µM],-3%,-4%,-14%,-17%
Cn1ccnc1Sc1ccccc1[N+](=O)[O-],-8%,-16%,-9%,-2%,-7%,1%,3%
CC(=C/c1ccccc1)/C=N/N1CCN(Cc2ccc(C)cc2)CC1,-5%,37%[10 µM],/,-11%,/,0%,6%[9.22 µM]
CCCCC(=O)Nc1nnc(C2=COCCO2)o1,1%,3%,1%,0%,1%,1%,?
COc1cc(OC)cc(C(=O)NCC(=O)N2CCCCC2)c1,4%,-13%,36%[activator][38.3 µM],3%,-10%,-6%,17%
COc1ccc([N+](=O)[O-])cc1NC(=O)c1ccc(Br)s1,3%,/,0%,1%,3%,-14%,14%
Cc1ccc(C)c(N2CCN(S(=O)(=O)c3ccc4c(c3)CCC(=O)N4)CC2)c1,3%,-34%,5%[38.3 µM],-1%,0%,38%[activator],?
O=C(Nc1nnc(C2=COCCO2)o1)c1ccc(S(=O)(=O)N2CCCC2)cc1,1%,-99%[inhibitor],7%,-6%,0%,-62%,-26%
COc1ccc(C(=O)ON=C2C=C(C)C(=O)C(C)=C2)cc1,0%,0%,21%,14%,3%,-21%,10%
CC(=O)c1cccc(NC(=O)CCC2CCCC2)c1,0%,2%,-10%[38.3 µM],-4%,-8%,-2%,-7%
COc1ccc(-c2cnnn2-c2ccc(NC(=O)c3ccco3)cc2)cc1OC,2%,-24%[0.074 µM],10%[38.3 µM],2%,1%,2%,-1%
Cc1sc(NC(=O)CSc2nnc(-c3ccc(F)cc3)o2)c(C#N)c1C,4%,-26%,-2%[38.3 µM],3%,2%,27%,-14%
CC1(C)C(=O)Nc2ccccc2N1C(=O)CSc1ncccn1,11%,5%[10 µM],3%,-24%,-5%,3%,8%
Cc1n[nH]c(=O)nc1NC1CCCCC1,0%,14%[10 µM],7%[38.3 µM],7%,-4%,-7%,23%
O=C(Cn1cnc2c(nnn2-c2cccc(Cl)c2)c1=O)N1CCOCC1,4%,-14%,10%[38.3 µM],-3%,-7%,-1%,-32%
CCN=C1SC(CC(=O)Nc2sc3c(c2C#N)CCCC3)C(=O)N1CC (centres undefined),-3%,-35%,6%[38.3 µM],3%,1%,5%,-7%
CCCCCOC(=O)CSc1nc2c(c(=O)[nH]c(=O)n2C)n1Cc1ccc(Cl)cc1,-3%,2%,6%,7%,2%,4%,22%
N#Cc1nc(COc2ccccc2Cl)oc1NCc1ccc(F)cc1,-3%,-40%,8%[38.3 µM],-7%,-7%,10%,-3%
O=[N+]([O-])c1cc([N+](=O)[O-])c(N2CCOCC2)cc1NCc1ccccc1,-7%,7%[10 µM],22%,0%,-12%,3%,4%
CC(Nc1cc(N2CCN(S(=O)(=O)N(C)C)CC2)ccc1[N+](=O)[O-])c1ccccc1 (centres undefined),-12%,-46%[inhibitor],7%,-10%,-5%,9%,-14%
O=C(COC(=O)c1ccc(O)cc1)Nc1ccc(N2CCCCC2)cc1,7%,-11%,1%[38.3 µM],?,-5%,-18%,-2%
Cc1[nH]c2ccccc2c1/C=N/Nc1nc2ccccc2[nH]1,2%,-69%[inhibitor][10 µM],/,?,/,-14%,10%[9.22 µM]
NS(=O)(=O)c1cccc(NC(=O)COC(=O)COc2ccc3ccccc3c2)c1,4%,6%,-7%,10%,6%,-18%,38%
Cc1cc2cc(C#N)c(NCCNC(=S)NCCCN3CCOCC3)nc2cc1C,-1%,10%[10 µM],11%,16%,15%,8%,20%
C[N+]1(C)CC2([N+](=O)[O-])CC=C(Oc3ccccc3)C([N+](=O)[O-])(C2)C1 (centres undefined),-5%,13%[10 µM],-2%,13%,3%,-62%,7%
C=C(C)C(=O)c1ccc(F)cc1,7%,-4%,18%,/,/,-3%,/
CCOc1cccc(/C=N/NC(=S)Nc2cc(S(=O)(=O)N3CCOCC3)ccc2N2CCOCC2)c1O,-5%,/,15%,1%,?,8%,?
c1ccc(-c2noc(-c3ccc4ccccc4c3)n2)cc1,-9%,-59%[inhibitor],0%[38.3 µM],0%,-1%,10%,9%
CCC(=O)Nc1ccc(NC(=O)c2ccccn2)cn1,-6%,21%[1.9 µM],14%[38.3 µM],0%,0%,-5%,11%
CN(Cc1cc(Br)cc(Br)c1O)Cc1c(O)ccc2ccccc12,/,16%[10 µM],0%,/,/,8%[14.2 µM],/
CCOc1ccc(N2C(=O)CC(SCC(=O)O)C2=O)cc1 (centres undefined),4%,-14%[10 µM],1%,8%,?,14%,-13%[9.22 µM]
CCOc1cccc(OCCNC2CCCC2)c1,-1%,-22%,9%,-5%,1%,10%,15%
O=C(NC1CC1)C1CCCN(C(=O)Nc2ccc(F)cc2)C1 (centres undefined),-1%,0%[10 µM],-2%,5%,8%,-4%,-11%
NC(=O)c1ccsc1NC(=O)c1ccc(S(=O)(=O)N2CCCc3ccccc32)cc1,3%,/,18%,-3%,11%,24%,-32%
Cc1ccc(-c2noc(COc3ccc4c(c3)OCO4)n2)cc1,2%,-3%[10 µM],-4%,4%,-1%,5%,3%
Cc1ccc(-n2nc(C)c(C3(O)C(=O)N(C(C)C)c4ccccc43)c2N)cc1 (centres undefined),-1%,12%[10 µM],8%,-4%,2%,13%,2%
COC(=O)c1ccc(Oc2nc(C(N)=O)cc(-c3ccccc3)n2)cc1,1%,-14%,-17%[38.3 µM],-6%,-10%,-7%,8%
C=CCSc1nnc(-c2cc3c(s2)-c2ccccc2CC3)o1,?,30%[10 µM],18%[38.3 µM],0%,?,3%,-14%

# 16 consecutive entries already listed, quoted:
SMILES,aGlu spleen mod,HTT cytoprotect,IMPase Li cell,GAA glycogen mod,GAA inhib,RGS12 GoLoco inh,HTT aggregate
CC(Nc1cc(N2CCN(S(=O)(=O)N(C)C)CC2)ccc1[N+](=O)[O-])c1ccccc1 (centres undefined),-12%,-46%[inhibitor],7%,-10%,-5%,9%,-14%
O=C(COC(=O)c1ccc(O)cc1)Nc1ccc(N2CCCCC2)cc1,7%,-11%,1%[38.3 µM],?,-5%,-18%,-2%
Cc1[nH]c2ccccc2c1/C=N/Nc1nc2ccccc2[nH]1,2%,-69%[inhibitor][10 µM],/,?,/,-14%,10%[9.22 µM]
NS(=O)(=O)c1cccc(NC(=O)COC(=O)COc2ccc3ccccc3c2)c1,4%,6%,-7%,10%,6%,-18%,38%
Cc1cc2cc(C#N)c(NCCNC(=S)NCCCN3CCOCC3)nc2cc1C,-1%,10%[10 µM],11%,16%,15%,8%,20%
C[N+]1(C)CC2([N+](=O)[O-])CC=C(Oc3ccccc3)C([N+](=O)[O-])(C2)C1 (centres undefined),-5%,13%[10 µM],-2%,13%,3%,-62%,7%
C=C(C)C(=O)c1ccc(F)cc1,7%,-4%,18%,/,/,-3%,/
CCOc1cccc(/C=N/NC(=S)Nc2cc(S(=O)(=O)N3CCOCC3)ccc2N2CCOCC2)c1O,-5%,/,15%,1%,?,8%,?
c1ccc(-c2noc(-c3ccc4ccccc4c3)n2)cc1,-9%,-59%[inhibitor],0%[38.3 µM],0%,-1%,10%,9%
CCC(=O)Nc1ccc(NC(=O)c2ccccn2)cn1,-6%,21%[1.9 µM],14%[38.3 µM],0%,0%,-5%,11%
CN(Cc1cc(Br)cc(Br)c1O)Cc1c(O)ccc2ccccc12,/,16%[10 µM],0%,/,/,8%[14.2 µM],/
CCOc1ccc(N2C(=O)CC(SCC(=O)O)C2=O)cc1 (centres undefined),4%,-14%[10 µM],1%,8%,?,14%,-13%[9.22 µM]
CCOc1cccc(OCCNC2CCCC2)c1,-1%,-22%,9%,-5%,1%,10%,15%
O=C(NC1CC1)C1CCCN(C(=O)Nc2ccc(F)cc2)C1 (centres undefined),-1%,0%[10 µM],-2%,5%,8%,-4%,-11%
NC(=O)c1ccsc1NC(=O)c1ccc(S(=O)(=O)N2CCCc3ccccc32)cc1,3%,/,18%,-3%,11%,24%,-32%
Cc1ccc(-c2noc(COc3ccc4c(c3)OCO4)n2)cc1,2%,-3%[10 µM],-4%,4%,-1%,5%,3%

# Not all compounds are listed; the hit share may differ from the screen's.
